Assay outcomes: PubChem, several laboratories
HSF-1 act: HSF-1 activators, primary screen, NIH3T3-HGL cells, MG132 stress, luminescence, single point; AID 504408, 2011; activation, % at 9 µM; NIH3T3-HGL HSF-1 luciferase reporter, 8 h; 100% = twice DMSO control signal; 1.7% of 300,000 active;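 active = mean replicate activation of at least 50% with a set share of replicates each reaching 50%; inconclusive = only one of those two conditions met; inactive = mean below 50% and too few replicates reaching it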;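 note: 0% = median of the neutral control wells and 100% = twice that signal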
aSyn 5UTR inh: MLPCN primary screen, SNCA 5' untranslated region; alpha-synuclein 5'UTR reporter, inhibitor activity; inhibition, % (tested at 7.5 µM); 0.82% of 300,000 active; in the data active = inhibition above about 60%; inconclusive = no clear call, values can overlap the other calls;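 note: H4 neuroglioblastoma cells stably carrying SNCA 5'UTR luciferase fusion; 0% = DMSO wells and 100% = positive control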
HIF act: HIF pathway transcriptional activators, primary screen, cell-based, U2OS HRE-luciferase, luminescence | U2OS HRE-luciferase reporter; normalized: DMSO 0%, desferrioxamine 100% | activation, % at 7.5 µM (by protocol) | 0.32% of 300,000 active | AID 1910, 2009;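 active = mean activation of at least 10% of the iron chelator positive control signal, with at least half of replicates also reaching 10%; inconclusive = mean and replicate majority disagree about reaching 10%; inactive = mean and most replicates under 10%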
AI-2 QS mod: Vibrio harveyi AI-2 quorum sensing modulators, primary screen, JMH597 strain, luminescence/OD600 ratio | Vibrio harveyi JMH597 AI-2 luminescence/OD600 ratio, 9 h; stronger effect = lower value; strain lacks LuxN and CqsS sensors; 0 = neutral-control median | activity change, % at 7.5 µM | AID 2094, 2009 | 0.4% of 300,000 active; in the data active = activity change below about -75%, passing the limit was not always enough; inconclusive = no clear call, values can overlap the other calls;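 note: luminescence divided by OD600 gain over 9 h not by final OD600 alone; inactives centre near 13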
KLF5 inhibitor: KLF5 expression inhibitors, primary screen, DLD-1 cells, luminescence; DLD-1 KLF5 promoter-luciferase reporter; inhibition, % at 5 µM; 0.23% of 290,000 active; AID 1700, 2009;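 active = inhibition above a per-plate limit of that plate's mean compound inhibition plus 3 SD, cut at about 60% in these data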;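 note: 0% = DMSO wells and 100% = LY294002 at 200 µM; higher means less KLF5 promoter-driven luciferase light; inactives centre near -14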
Platelet DG rel: inhibitors of platelet dense granule secretion, primary screen, cell-based, MLPCN, human platelets. human platelet-rich plasma, SFLLRN dense granule ATP release, luminescence. inhibition, %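 (compounds screened at 7.5 µM in platelet-rich plasma)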. 0.22% of 300,000 active;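 active = mean replicate score, as percent of positive control, at or above 50; inconclusive = mean below 50 but at least one replicate at or above 50; inactive = mean and every replicate below 50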
IEC-6 tox: cytotoxicity in IEC-6 intestinal epithelial cells, primary screen, cytotoxicity control for KLF5 inhibitor project, cell-based, luminescence. inhibition, % at 5 µM. IEC-6 cytotoxicity, luminescence viability. AID 1825, 2009. 0.78% of 290,000 active; in the data active = inhibition above about 22%;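 note: 0% = plate median of test compound wells and 100% = cytotoxic reference compound wells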
HSP90 inh: HSP90 inhibitors, primary screen, cell lysate, luminescence | Rabbit reticulocyte lysate, luciferase refolding luminescence, 3 h | inhibition, % at 5.6 µM | Heat shock protein HSP 90 (rabbit reticulocyte lysate; luciferase refolding) | 0.91% of 290,000 active;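 active = inhibition above the screen-wide mean plus 3 SD, computed separately per campaign, cut at about 16% in these data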;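 note: 0% = DMSO wells and 100% = 60 µM geldanamycin wells; inhibitors lower the luminescence because luciferase stays unfolded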
HDAC3 inhib: HDAC3 deacetylase inhibitors, primary screen, biochemical, fluorescence, cell-free homogeneous; inhibition, % at 8.3 µM; recombinant HDAC3, fluorogenic peptide/trypsin coupled; AID 2718, 2010; 0.15% of 320,000 active; in the data active = inhibition above about 26%, passing the limit was not always enough; inconclusive = no clear call, values can overlap the other calls
Target sequence (O15379 whole entry, looked up): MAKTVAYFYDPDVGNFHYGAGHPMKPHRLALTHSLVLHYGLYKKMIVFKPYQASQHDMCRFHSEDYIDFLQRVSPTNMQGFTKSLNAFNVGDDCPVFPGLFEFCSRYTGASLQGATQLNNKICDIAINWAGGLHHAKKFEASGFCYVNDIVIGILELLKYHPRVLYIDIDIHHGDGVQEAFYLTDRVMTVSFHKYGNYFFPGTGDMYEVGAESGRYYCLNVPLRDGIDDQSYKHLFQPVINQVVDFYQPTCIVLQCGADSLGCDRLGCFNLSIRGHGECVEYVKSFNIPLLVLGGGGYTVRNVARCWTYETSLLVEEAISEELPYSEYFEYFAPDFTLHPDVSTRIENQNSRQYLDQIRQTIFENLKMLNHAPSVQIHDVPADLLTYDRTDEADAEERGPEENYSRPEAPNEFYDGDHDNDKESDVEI
HSF1 inh: HSF1 inhibitors in luciferase reporter cells, primary screen, cell-based, NIH3T3, luminescence. NIH3T3-HGL HSE-luciferase, MG132-induced, luminescence 8 h; stronger effect = lower value. activity change, negative = inhibition, % at 7.5 µM (by protocol). 0.77% of 300,000 active. AID 2098, 2009;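 active = more than half of replicate wells show activity change below -50%, luminescence cut by over half; inconclusive = some wells, but at most half, below -50%; inactive = no replicate well below -50%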;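 note: luciferase reports HSF-1 transcriptional activity via heat shock element; 0% = median of DMSO wells and -100% = zero luminescence signal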
* marks the source's active call; other numbers are inactive results; ? = inconclusive; · = no result given. Random draw from the library (roughly 5% active in at least one column).

SMILES	HSF-1 act	aSyn 5UTR inh	HIF act	AI-2 QS mod	KLF5 inhibitor	Platelet DG rel	IEC-6 tox	HSP90 inh	HDAC3 inhib	HSF1 inh
CC(=O)N1CCc2cc(S(=O)(=O)Nc3ccccc3N3CCN(C)CC3)ccc21	-0.1	5.0	-0.4	0.6	-57.8	18.9	-6.3	-0.1	-1.8	-2.4
Cc1ccc(-n2cnc(=O)c3cccnc32)cc1	3.0	-17.5	-0.1	14.7	-14.4	-3.4	7.5	-0.3	0.4	-0.6
COCc1ccc(C(=O)NC(C)c2cnn(-c3ccccc3C)c2C)o1 (centres undefined)	-6.2	-5.9	0.2	0.7	-33.3	27.5	-1.4	2.1	-6.3	2.9
CCCCN(C)C(=O)c1cc2c(s1)-c1ccccc1S(=O)(=O)C2	3.0	-27.0	0.6	18.6	-68.5	0.0	-6.1	-3.7	-1.2	0.6
O=C(c1ccc(NS(=O)(=O)c2ccc3[nH]c(=O)[nH]c3c2)cc1)N1CCCCC1	12.7	9.5	-0.7	17.7	·	-19.6	·	·	0.7	-2.4
CCOC(=O)c1c(C)nn(-c2ccc(NC(=O)c3c(C)noc3C)cc2)c1C	-6.9	50.6	-1.3	17.1	-10.2	1.8	5.1	1.3	6.6	-3.9
COCC(=O)Nc1ccc2c(c1)OCC(=O)N2Cc1ccc(C)cc1	19.9	-20.6	0.5	-1.1	1.7	-0.9	3.1	3.5	1.7	11.3
Cc1ccc(N2C(N)=C(C#N)C(c3cccnc3)C3=C2CCCC3=O)cc1 (centres undefined)	-12.8	13.7	-0.1	8.8	-23.8	-105.9	-3.0	-1.0	4.5	-9.4
CCCCN(C(=O)CSc1nnnn1-c1ccccc1OC)C1CCS(=O)(=O)C1 (centres undefined)	6.9	7.9	0.2	86.0	·	-4.7	·	·	11.4	4.5
Cc1cc2cc(CCNC(=O)CCc3ccccc3)c(=O)[nH]c2cc1C	4.0	-13.8	-0.1	25.3	9.0	-28.4	-0.1	-2.7	4.1	-6.6
CCCN(CC(=O)Nc1ccc(OC)c(OC)c1)CC(=O)Nc1ccc(F)c(F)c1F	3.8	3.7	0.6	37.0	0.4	1.0	6.4	-4.4	2.6	-0.9
COc1cccc(-n2c(=S)sc3c(=O)n(-c4ccccc4OC)c(=S)[nH]c32)c1	-8.2	4.4	-0.7	36.6	-33.2	-5.0	4.0	4.6	12.7	-5.2
CCCn1c(NCc2ccccc2NS(=O)(=O)c2ccc(C)cc2)nc2ccccc21	-8.1	27.2	-0.1	42.6	7.5	4.1	3.7	3.1	8.7	13.5
CCc1nnc(NS(=O)(=O)c2ccc(N3C(=O)c4ccc(C(=O)O)cc4C3=O)cc2)s1	25.0	-21.6	0.0	24.6	-9.2	-7.4	-7.7	0.2	0.7	7.4
CCOc1ccc(C(O)(c2ccccc2)C(CN2CCCC2)c2ccccc2)cc1 (centres undefined)	12.4	-10.3	-1.5	3.3	-26.9	-2.7	7.1	-2.2	3.2	-3.3
O=C(c1cc2ccccc2oc1=O)N1CCN(c2ncccn2)CC1	12.7	-91.7	4.8	37.2	-63.9	4.3	-1.5	1.6	-3.4	9.0
Fc1ccccc1CN1CCCN(C(=S)Nc2cccc(Cl)c2)C1	·	9.1	·	13.6	-22.7	6.1	-8.4	0.5	-11.5	·
COc1ccc(OC)c(C2C=C(c3ccc(C)c(C)c3)Nc3nnnn32)c1 (centres undefined)	3.1	-55.3	2.9	18.7	·	1.8	·	·	4.6	-2.4
CCOC(=O)c1c(Cc2ccc(Cl)cc2)c[nH]c1C	87.7*	-90.9	1.5	28.7	-7.9	9.4	13.7	-1.2	8.9	58.4
CC1=CCC2C(=O)N(c3ccc(OC(=O)c4ccco4)cc3)C(=O)C2C1 (centres undefined)	-0.6	-1.8	0.1	8.3	-18.9	1.6	7.1	-2.4	15.4	-2.9
O=C(NN1C(=O)C2C(C1=O)C1C=CC2C12CC2)c1ccc(Cl)cc1 (centres undefined)	65.3*	-2.4	-1.0	3.6	-13.4	-15.5	2.6	3.3	-2.0	23.7
C=C(C)[C@@H]1CC=C(CN2CCC(N3CCC(C(=O)N4CCCC4)CC3)CC2)CC1	-5.6	-44.7	-1.4	10.6	-21.2	11.4	6.0	-3.1	-3.5	-5.5
COc1ccc(C2Nc3ccccc3C(=O)N2c2ccc(Cl)cc2)cc1Cn1cc([N+](=O)[O-])cn1 (centres undefined)	41.3	-110.9	1.3	6.8	-181.9	2.4	1.6	-4.5	6.9	8.1
Cc1ccccc1NC(=S)NCC(c1cccnc1)N1CCOCC1 (centres undefined)	-1.7	-11.8	-0.1	22.7	16.5	4.1	-0.9	5.9	-2.1	-4.0
COc1ccccc1C(=O)Nc1nc2ccc(S(C)(=O)=O)cc2s1	14.4	-118.4	2.2	6.0	-74.8	-4.8	-6.3	-1.1	-5.9	9.0
SMILES	HSF-1 act	aSyn 5UTR inh	HIF act	AI-2 QS mod	KLF5 inhibitor	Platelet DG rel	IEC-6 tox	HSP90 inh	HDAC3 inhib	HSF1 inh
COC(=O)c1cc(S(=O)(=O)NCC2CCN(CCc3cccs3)CC2)c[nH]1	5.3	-7.9	0.1	22.2	-8.9	6.0	1.7	-3.7	-4.3	-7.3
CCC(C)[C@@H](C(=O)N1CCNCC1)n1cc(CCCCN)nn1 (some centres undefined)	-11.4	-12.4	-0.6	14.3	-18.1	-4.3	-8.3	0.5	3.8	-1.7
CC1CCN(CC(O)COCCC23CC4CC(CC(C4)C2)C3)CC1 (centres undefined)	-7.8	-24.9	-0.8	25.8	-7.5	-6.9	1.7	0.5	-0.2	1.2
O=C(CCc1ccccc1)NCCc1ccc(F)cc1	7.4	-22.4	0.7	-7.7	-39.4	-0.9	-4.2	1.2	-1.4	1.0
Cn1c(=O)cc(Cl)[nH]c1=O	22.6	-9.6	-0.4	29.5	-2.7	-1.2	2.8	0.6	1.4	-3.8
CC(C)(C)NC(=O)CN(CCc1ccccc1)C(=O)c1csnn1	3.8	-9.4	-0.6	14.5	-9.8	-6.2	-3.3	1.4	-13.9	0.4
CC(=O)c1ccc(S(=O)(=O)N2CCCC(N(C)CCc3ccccc3)C2)cc1 (centres undefined)	-37.4	0.9	-0.7	8.9	-24.9	-2.1	-5.5	3.5	3.0	-18.2
CC#CCN(CC#CC)S(=O)(=O)c1ccc(-n2cnnn2)c(OC)c1	-10.7	11.1	-0.1	3.2	-8.4	6.2	-5.6	0.6	-1.4	0.4
CCOC(=O)c1nnn2c1nc(N1CCN(C)CC1)c1ccccc12	2.1	7.6	0.1	1.3	-17.3	14.8	-4.4	-3.0	6.6	-7.1
COc1ccc(C(=O)N2CCN(c3ncnc4c(-c5ccccc5)nsc34)CC2)cc1	7.1	14.9	0.3	10.6	-4.2	0.7	11.1	1.7	·	-5.4
O=C(O)c1ccccc1SCc1cn2ccccc2n1	3.8	13.1	-1.1	11.3	-13.0	-4.6	-6.8	-0.1	5.0	-13.1
CC(C)C(=O)Nc1ccc(NC(=O)c2cccc(F)c2)cn1	0.4	-147.6	2.3	22.2	-46.4	2.2	-1.7	-0.2	8.5	2.4
COc1cccc(NC(=S)/C(=C(\[O-])c2ccc([N+](=O)[O-])cc2)[n+]2ccccc2)c1	13.0	-6.3	0.9	7.3	-12.8	-4.4	-0.7	0.1	12.7	4.2
CCCCn1c(N)c(N(CCC(C)C)C(=O)C2CCN(C(=O)c3ccccc3C)CC2)c(=O)[nH]c1=O	-9.5	3.8	-0.5	10.4	·	3.1	·	·	4.4	2.3
Cc1cc(C)c(CN2CCN(Cc3ccc(C)o3)C(CCO)C2)c(-n2cccn2)c1 (centres undefined)	6.9	19.2	0.0	23.1	-17.9	4.4	5.7	4.7	-3.0	-4.5
O=C1OC(c2ccccc2)=C/C1=C/N1CCCCC1	·	-184.5	3.1	11.0	-31.8	-3.4	-1.8	-2.2	7.5	·
Cn1c(=O)c(=O)n(C)c2cc(S(=O)(=O)NCCOc3ccccc3)ccc21	-8.2	-2.4	0.3	20.9	-9.7	-5.6	-3.1	1.8	-1.8	5.8
CCCNC(=O)CCNC(=O)c1ccc(C(C)(C)C)cc1	7.0	-32.0	0.7	18.9	0.0	2.3	4.9	2.1	5.1	5.2
COc1ccc(NC(=O)CCCn2c(=O)c3sccc3n(Cc3ccccc3)c2=O)cc1	14.1	11.1	0.2	16.7	6.2	9.4	0.5	0.6	·	4.6
O=C(/C=C/c1c(Cl)cccc1Cl)n1cccn1	29.9	-53.2	6.0	23.9	-28.0	9.8	2.6	4.3	-6.4	20.5
CCN(CC)C(=O)C1CC(=O)OC1(C)C (centres undefined)	-1.6	17.6	-0.3	22.1	-15.9	4.2	9.5	1.6	-5.9	-1.6
COc1ccc(C2(CNC(=O)/C=C/c3ccco3)CCCC2)cc1OC	25.5	0.4	-0.6	0.6	7.3	-11.3	-1.6	2.9	1.1	14.2
CCN(CC(=O)Nc1ccccc1C(F)(F)F)C(=O)Cc1sc(C)nc1-c1ccc(F)cc1	8.2	2.1	0.4	11.4	·	-5.1	·	·	1.6	-1.5
O=C(NCCc1ccccc1)C1CCN(S(=O)(=O)c2ccc(Br)s2)CC1	5.1	-17.0	0.3	22.2	-24.8	-15.6	3.4	4.0	-4.3	5.3
COC(=O)C1CCN(C(=O)COC(=O)c2ccc(OC)c(S(=O)(=O)N3CCCc4ccccc43)c2)CC1	?	-1.5	-0.4	11.6	-3.9	2.0	7.3	3.7	0.2	18.1
SMILES	HSF-1 act	aSyn 5UTR inh	HIF act	AI-2 QS mod	KLF5 inhibitor	Platelet DG rel	IEC-6 tox	HSP90 inh	HDAC3 inhib	HSF1 inh
COc1ccc(NC(=O)C(c2cc3c(cc2[N+](=O)[O-])OCO3)N2CCN(C=O)CC2)cc1 (centres undefined)	-2.8	-14.1	1.4	?	-19.5	-8.5	-3.1	-1.1	0.1	1.8
CCOC(=O)CSc1nc(C)cc(C)c1C#N	2.1	-5.7	0.3	5.3	-45.5	6.3	-4.5	-1.1	2.8	3.2
CCc1ccc(CC(=S)N2CCOCC2)cc1	24.2	-31.1	0.3	4.5	-19.6	2.3	-4.4	-2.3	4.7	3.0
CN(C)c1ccc(C2C3C(=O)N(c4ccc(C(=O)O)cc4)C(=O)C3ON2c2ccccc2)cc1 (centres undefined)	-12.0	-8.8	-0.2	20.9	-62.4	·	-10.5	2.1	?	-1.8
CCOC(=O)C1=C(C)OC(N)=C(C(=O)OCC)C1c1cccnc1 (centres undefined)	12.5	6.5	-0.5	-2.2	25.0	-14.8	-1.2	-1.4	-0.2	-5.2
CC1=C(C(=O)OCC2CCCO2)C(c2ccc(C)cc2)C2=C(CC(C)(C)CC2=O)N1 (centres undefined)	23.4	6.1	-0.4	12.1	-2.2	-6.2	7.6	4.2	-8.2	-1.1
